Compound activity (PubChem BioAssay)
HepG2 tox = qHTS for Inhibitors of TGF-b: Cytotox Counterscreen | HepG2 CAGA-GFP viability, ATP luminescence, 18 h | AID 588856, 2011 | Potency, µM (series often up to 46.1 µM), for the others: at the highest dose activity change, negative = cytotoxicity, actives largely listed as cytotoxic | actives 0.76% (n = 410,000); also: potency is read from the fitted curve at half-maximal effect; some results filed as inactive show a strong effect at the top dose
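CellTiter-Glo luminescence gave cytotoxicity after 18 hours at 37 degrees C. The cells were HepG2 CAGA-GFP in 1% FBS DMEM, stimulated with 500 pg/mL TGF-beta after compound addition. %Activity was normalised to no-cell wells (complete cell-killing) and DMSO (no toxicity), and curves were fitted and classified.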
A549 tox = Nrf2 qHTS screen for inhibitors: counterscreen for cytotoxicity; A549 ARE-Fluc cells, CellTiter-Fluor viability, 18-24 h; actives 0.16% (n = 390,000); Potency, µM (doses to about 46 µM), for the others: at the top dose activity change, negative = cytotoxicity, usual class: inhibitors; also: potency is read from the fitted curve at half-maximal effect; % is scaled to controls: 0 for no effect and ±100 for the full control effect
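Cytotoxicity counterscreen: CellTiter-Fluor fluorescence was measured in A549 ARE_Fluc cells after 18-24 h of compound exposure in a concentration series. The subsequent BugLite luminescent read reports ARE-luciferase activity.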
TGFb SMAD3 inh = qHTS for Inhibitors of TGF-b; AID 588855, 2011; Potency, µM (highest dose often 46.1 µM), for inactives: at the top dose activity, negative = inhibition, most hits filed as inhibitors; HepG2 CAGA-GFP TGF-b/SMAD3 reporter, GFP fluorescence, 18 h; TGF-beta stimulated, 500 pg/mL final; actives 1.2% (n = 410,000); also: potency is read from the fitted curve at half-maximal effect; % is scaled to controls: 0 for no effect and ±100 for the full control effect; nearly all actives have a fitted effect of over 65% in size
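Inhibition of TGF-beta-driven CAGA-GFP reporter expression in HEPG2 cells is measured by cellular GFP fluorescence after 18 h stimulation with 500 pg/mL recombinant TGF-beta in 1% FBS medium at 37 degrees C.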
EPAC2 agonist = qHTS for Agonist of cAMP-regulated guanine nucleotide exchange factor 4 (EPAC2): primary screen; EPAC2 activation, biochemical qHTS; response scale: 100% = 6.5 mM cAMP response; Potency, µM (top dose mostly 154 µM), for inactives: top-dose activation, hits mostly activators; actives 0.079% (n = 360,000); AID 720711, 2013; also: potency is read from the fitted curve at half-maximal effect; nearly all actives have a fitted effect of over 50% in size
Target sequence (Q8WZA2 whole entry, looked up): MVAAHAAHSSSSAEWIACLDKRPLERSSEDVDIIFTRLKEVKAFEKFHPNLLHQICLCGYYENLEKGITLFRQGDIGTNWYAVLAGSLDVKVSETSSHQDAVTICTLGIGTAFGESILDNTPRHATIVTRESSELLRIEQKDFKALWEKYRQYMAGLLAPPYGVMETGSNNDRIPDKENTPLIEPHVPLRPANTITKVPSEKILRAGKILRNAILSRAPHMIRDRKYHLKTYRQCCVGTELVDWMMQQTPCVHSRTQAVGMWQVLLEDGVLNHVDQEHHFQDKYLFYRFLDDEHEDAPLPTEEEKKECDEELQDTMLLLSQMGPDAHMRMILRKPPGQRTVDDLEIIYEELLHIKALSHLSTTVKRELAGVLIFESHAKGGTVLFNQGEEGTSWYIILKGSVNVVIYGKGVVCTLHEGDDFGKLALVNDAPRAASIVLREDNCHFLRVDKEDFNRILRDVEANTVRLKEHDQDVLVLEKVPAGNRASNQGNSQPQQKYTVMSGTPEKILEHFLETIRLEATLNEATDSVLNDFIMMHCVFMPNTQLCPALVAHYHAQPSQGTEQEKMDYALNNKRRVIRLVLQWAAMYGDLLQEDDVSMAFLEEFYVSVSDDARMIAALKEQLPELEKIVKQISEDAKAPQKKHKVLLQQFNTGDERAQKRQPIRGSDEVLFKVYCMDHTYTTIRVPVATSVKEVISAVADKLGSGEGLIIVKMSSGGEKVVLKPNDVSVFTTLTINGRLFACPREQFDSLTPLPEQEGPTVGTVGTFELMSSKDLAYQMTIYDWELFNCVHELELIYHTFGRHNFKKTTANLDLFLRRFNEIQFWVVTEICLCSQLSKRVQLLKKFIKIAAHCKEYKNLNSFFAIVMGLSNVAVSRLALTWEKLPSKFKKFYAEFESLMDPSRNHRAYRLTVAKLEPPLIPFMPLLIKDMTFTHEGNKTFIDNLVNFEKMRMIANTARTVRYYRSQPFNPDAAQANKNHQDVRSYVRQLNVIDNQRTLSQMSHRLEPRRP
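Each well held 100 nM EPAC2, 250 nM RAP1B-BODIPY-GDP and 50 uM GDP. Fluorescence, read at 5-min intervals to 30 min, was referenced to a 6.5 mM cAMP positive control.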
Nrf2 ARE act = qHTS of Nrf2 Activators | AREc32 ARE-luciferase reporter (MCF7-derived line), luminescence, 24 h | Potency, µM (doses to about 46.1 µM), for inactives: at the top dose activation, hits mostly activators | actives 0.31% (n = 410,000) | AID 624171, 2012; also: potency is read from the fitted curve at half-maximal effect; % of control where 0% means no effect; nearly all actives have a fitted effect of over 65% in size
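Each well held 1000 AREc32 cells, which were incubated with compound for 24 hr at 37 deg C after overnight attachment, and ARE reporter activity was quantified by firefly luciferase luminescence.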
IL2 activator = qHTS of IL-2 Activators. IL-2 activation reporter assay, cell-based qHTS; stimulated with anti-CD3/CD4/CD28 beads; in transgenic mouse T cells. activation, % (series mostly up to about 46 µM). actives 0.065% (n = 360,000). AID 652025, 2013; in the data active = activation above about 50%; inconclusive = mostly about 30% to 49%; also: 0% is about no effect
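Quantitative HTS in unstimulated transgenic mouse T cells, with memory T cells as non-tolerant control and PMA/ionomycin as tolerance-bypass control. Compound pretreatment lasted 60 minutes before 18 h bead stimulation; EGFP/DsRed fluorescence read.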
Nrf2 block = Nrf2 qHTS screen for inhibitors; Potency, µM (highest dose often 46 µM), for inactives: top-dose activity change, negative = inhibition, actives largely listed as inhibitors; actives 2.1% (n = 360,000); A549 ARE-Fluc reporter, luciferase luminescence, 18-24 h; also: potency is read from the fitted curve at half-maximal effect; % is scaled to controls: 0 for no effect and ±100 for the full control effect; nearly all actives have a fitted effect of over 60% in size
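Two sequential reads on A549 ARE_Fluc cells exposed to compound for 18-24 h: a CellTiter-Fluor fluorescence read for viability, then a luciferase luminescence read for Nrf2/ARE activity.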
ATXN viability = Viability Counterscreen for Primary qHTS for Inhibitors of ATXN expression; S2 cells (HEK-293 line with an ATXN2-luciferase reporter) viability, CellTiter-Fluor protease fluorescence, 24 h; Potency, µM (top dose mostly 56.7 µM), most hits filed as cytotoxic; actives 0.49% (n = 400,000); also: potency is read from the fitted curve at half-maximal effect; nearly all actives have a fitted effect of over 40% in size
ATXN2 expr inh = Primary qHTS for Inhibitors of ATXN expression; Potency, µM (highest dose often 57 µM), without a hit: at the highest dose activity change, negative = inhibition, hits mostly inhibitors; AID 1745845, 2022; HEK-293 ATXN2-luciferase reporter, luminescence, 24 h; actives 0.72% (n = 360,000); also: potency is read from the fitted curve at half-maximal effect; % is scaled to controls: 0 for no effect and ±100 for the full control effect; nearly all actives have a fitted effect of over 55% in size
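ATXN2-luciferase reporter cells (luciferase flanked by upstream and downstream ATXN2 gene portions) were treated 24 h at 37 °C with compounds at up to 57 uM. SteadyGlo luminescence gave expression; GF-AFC fluorescence gave viability.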
Starred values were filed as active, the others as inactive; i = inactive; ? = inconclusive; · = not tested or not shown; & = joins results of further samples; [ ] = remark or other dose. Unless noted, calls follow the shape of the dose curve; as a rule, active = well fitted curve in the direction sought with a large enough effect; inconclusive = small, poorly fitted or top-dose-only effect, or another doubt; inactive = no such curve, though single readings can be large; an effect the other way counts as inactive or inconclusive.

Assay codes: A = HepG2 tox; B = A549 tox; C = TGFb SMAD3 inh; D = EPAC2 agonist; E = Nrf2 ARE act; F = IL2 activator; G = Nrf2 block; H = ATXN viability; I = ATXN2 expr inh
Cc1cccc(N=N/C(=C\O)C(=O)c2ccc(Br)cc2)c1
  A: -70%; B: -14%; C: 10µM*; D: -15%; E: -0.6%[9.22 µM]; F: -4.2; G: 7%; H: ·; I: -33%

CCn1cc(C2C3=C(CC(C)(C)CC3=O)N(c3ccccc3)C3=C2C(=O)CC(C)(C)C3)c(C)n1
  A: 17%; B: -9%; C: 1%; D: 0%; E: -0.8%; F: -2.9; G: 7%; H: i; I: -3%

COC(=O)c1nc2n(n1)C(c1cc(OC)ccc1OC)C=C(c1ccc(Br)cc1)N2 (stereo not given)
  A: -44%; B: -4%; C: -33%; D: ·; E: 8.0%; F: ·; G: ·; H: ·; I: -28%

CCOC(=O)CSc1ccc2nnc(-c3cccnc3)n2n1
  A: -27%; B: -15%; C: 4%; D: 3%; E: -1.0%; F: -0.2; G: 18%; H: i; I: 7%

COc1cccc(CN2CCC2(C)C(=O)Nc2cccc(Oc3ccccc3)c2)c1F (stereo not given)
  A: -1%; B: ·; C: ?; D: 13%; E: 3.3%; F: -0.7; G: ·; H: i; I: -23%

O=C(Nc1ccccc1)Nc1nc(-c2ccc(F)c(F)c2)cs1
  A: 4%; B: -11%; C: ?; D: 6%; E: 8.8%; F: 6.9; G: -4%; H: ·; I: 10%

COc1ccc(CNC(=O)c2ccc(-c3cccnc3)c3ccoc23)cc1OC
  A: -1%; B: ·; C: -2%; D: 6%; E: 3.4%; F: -0.8; G: ·; H: i; I: ?

COc1ccc2c(c1)C(NC(C)=O)C(=O)N2C (stereo not given)
  A: -4%; B: -18%; C: 0%; D: 4%; E: 2.8%; F: -0.4; G: -21%; H: i; I: -1%

COc1cc(/C=C/CNC[C@H]2O[C@@H](n3cnc(C(N)=O)n3)[C@H](O)[C@@H]2O)ccc1O
  A: -44%; B: 7%; C: 4%; D: 5%; E: -0.4%; F: 0.8; G: -7%; H: i; I: -11%

COc1ccc(NC(=O)c2ccc(Cl)nc2)cc1S(=O)(=O)N1CCCCC1
  A: -1%; B: -9%; C: ?; D: 8%; E: 0.2%; F: -1.6; G: ?; H: i; I: -21%[11.3 µM]

c1ccc2c(c1)-c1nc3ccccc3cc1C2N1CCCCC1 (stereo not given)
  A: 7%; B: ·; C: 3%; D: 16%; E: 13%; F: -3.1; G: ·; H: ?; I: ·

COc1ccc(CN(C(=S)Nc2ccccc2)C2CC(=O)N(c3ccc(F)cc3)C2=O)cc1 (stereo not given)
  A: -18%; B: -5%; C: 0%; D: 2%; E: 21%; F: -1.7; G: ·; H: i; I: 10%

O=C(c1ccc([N+](=O)[O-])cc1)N(Cc1ccc(Cl)cc1)N1C(=O)CCCC1=O
  A: -5%; B: -2%; C: -11%; D: -12%; E: 0.0%; F: -0.2; G: -15%; H: i; I: -6%

Cc1nn(CCCC(=O)NC(C)c2ccccc2)c(=O)c2nn(-c3ccccc3)c(C)c12 (stereo not given)
  A: -8%; B: 0%; C: 1%; D: 6%; E: -0.3%; F: -4.4; G: 0%; H: i; I: -4%

O=C(O)/C=C/C(=O)Nc1ccc2nccnc2c1
  A: -14%; B: 1%; C: -7%; D: 19%; E: 2.4%; F: 0.7; G: ?; H: i; I: -7%

Results in ATXN2 expr inh, IL2 activator and TGFb SMAD3 inh (3 entries from above):
| mol | ATXN2 expr inh | IL2 activator | TGFb SMAD3 inh |
| --- | --- | --- | --- |
| O=C(Nc1ccccc1)Nc1nc(-c2ccc(F)c(F)c2)cs1 | 10% | 6.9 | ? |
| COc1ccc(CNC(=O)c2ccc(-c3cccnc3)c3ccoc23)cc1OC | ? | -0.8 | -2% |
| COc1ccc2c(c1)C(NC(C)=O)C(=O)N2C (stereo not given) | -1% | -0.4 | 0% |

(more compounds)
Assay codes: A = HepG2 tox; B = A549 tox; C = TGFb SMAD3 inh; D = EPAC2 agonist; E = Nrf2 ARE act; F = IL2 activator; G = Nrf2 block; H = ATXN viability; I = ATXN2 expr inh
COC(CNC(=O)c1ccc2c(=O)n(Cc3ccc(Cl)cc3)c(=S)[nH]c2c1)OC
  A: 26%; B: 0%; C: 13%; D: -4%; E: -0.2%; F: -2.3; G: -3%; H: i; I: -8%

COc1cc(NC(=O)CSc2nccc(=O)[nH]2)c(C)cc1[N+](=O)[O-]
  A: 12%; B: -3%; C: 2%; D: 9%; E: -0.5%; F: 0.3; G: ?; H: i; I: -2%

COc1cc(C2C(C#N)=C(N)N(c3cccnc3)C3=C2C(=O)CCC3)ccc1O (stereo not given)
  A: 10%; B: 0%; C: -5%; D: 6%; E: 2.2%; F: 1.6; G: 24%; H: i; I: 5%

CN1C[C@@H]2[C@@H]3C(=O)N(Cc4ccccc4)C(=O)[C@@H]3[C@](Cc3ccccc3)(C1=O)N2C(=O)c1ccccc1
  A: -32%; B: 1%; C: -31%; D: 15%; E: 2.8%; F: 4.4; G: 4%; H: i; I: 0%

COc1ccc2c(c1)C1=C(CC2)C(c2ccc(C)cc2)NC(=S)N1 (stereo not given)
  A: -30%; B: 5%; C: ?; D: 15%; E: 4.8%; F: -0.2; G: ?; H: i; I: -8%

Cc1ccc2nc(NC(=O)c3ccc(S(=O)(=O)N4CCC(C)CC4)cc3)sc2c1
  A: 0%; B: 6%; C: 19%; D: ·; E: 0.1%; F: ·; G: ·; H: i; I: -3%

CC1CCN(S(=O)(=O)c2ccc(C(=O)Nc3nnc(-c4ccccn4)o3)cc2)CC1
  A: -39%; B: 1%; C: -5%; D: -16%; E: -0.1%; F: 0.7; G: -14%; H: i; I: -17%

COC(=O)[C@H](CO)NS(=O)(=O)c1ccc(C)cc1
  A: 8%; B: -4%; C: 1%; D: 2%; E: 0.1%; F: 0.3; G: 7%; H: i; I: 8%

Cc1ccc(NC(=O)CN(C)C(=O)COC(=O)c2nccnc2N)cc1
  A: -10%; B: 0%; C: 2%; D: 4%; E: -0.3%; F: 2.2; G: 7%; H: ·; I: ·

COc1cc(/C=C/c2nc3cc(Cl)ccc3c(=O)n2-c2ccc(C)cc2C)cc(OC)c1OC
  A: -18%; B: 13%; C: ?; D: ·; E: -0.2%; F: ·; G: ·; H: ·; I: ·

CC(C(=O)O)c1n[nH]c(=O)c2ccccc12 (stereo not given)
  A: -6%; B: 6%; C: -5%; D: 6%; E: -0.1%; F: -1.1; G: ·; H: i; I: -6%

Cc1cccc(NC(=O)c2oc3ccccc3c2NC(=O)Cc2coc3c(C)c(C)ccc23)c1
  A: 2%; B: 8%; C: -1%; D: ·; E: 0.6%; F: ·; G: -8%; H: i; I: 7%

CCOC(=O)c1c(N=CN(C)C)c(C#N)c2n1CCCC2
  A: -21%; B: 1%; C: 1%; D: -1%; E: -0.2%; F: 5.4; G: ?; H: i; I: -5%

CCOC(=O)c1cccc(NC(=O)CCS(=O)(=O)c2ccc(Br)s2)c1
  A: -22%&3%; B: 0%&-5%; C: -2%&-6%; D: -12%; E: 3.2%&-0.2%; F: -3.0; G: -3%&-7%; H: i; I: -4%&-7%

Cc1cc(C)c(NC(=O)CNC(=O)c2cc(C3CC3)nc3c2cnn3C(C)C)c(C)c1
  A: -60%; B: ·; C: -22%; D: 7%; E: -0.1%; F: -3.4; G: ·; H: ?; I: ·

O=C(c1ccccc1)[C@@H]1[C@@H](C(=O)c2ccc(F)cc2)[C@@]2(C(=O)Nc3ccccc32)[C@H]2c3ccccc3C=CN12
  A: 3%; B: -22%; C: -25%; D: 1%; E: 24%; F: 3.9; G: -1%; H: i; I: 10%

CC(C)c1ccc(NC(=O)COC(=O)C2=COCCO2)cc1
  A: 9%; B: -7%; C: -14%; D: 0%; E: 2.8%; F: -0.4; G: ?; H: i; I: 25%

CCOC(=O)c1noc2ncnc(N3CCN(c4cccc(C(F)(F)F)c4)CC3)c12
  A: -31%; B: 12%; C: ?; D: ·; E: 3.4%; F: ·; G: ?; H: i; I: -21%

O=C(CN1CCN(CN2C(=O)NC3(CCCCCC3)C2=O)CC1)Nc1ccc(F)cc1
  A: -7%; B: 5%; C: -3%; D: 8%; E: -0.6%; F: -0.1; G: 5%; H: i; I: -6%

O=C(O)/C=C/C(=O)N1CCN(c2cccc(Cl)c2)CC1
  A: -4%; B: 16%; C: -21%; D: 1%; E: 2.2%; F: -0.1; G: 8%; H: i; I: -21%

Cc1cc(C)c(S(=O)(=O)N2CCCC2)c(C)c1
  A: 0%; B: 2%; C: 13%; D: 4%; E: -0.3%[9.22 µM]; F: -3.1; G: -1%; H: i; I: -9%

COc1cccc(NC(=O)c2ccccc2N2C(=O)C3C4C=CC(C5CC45)C3C2=O)c1 (stereo not given)
  A: -6%; B: 0%; C: -4%; D: 5%; E: 1.8%; F: 0.2; G: -8%; H: i; I: 1%

CCc1ccc(NC(=S)N(CCN2CCCCC2)Cc2ccco2)cc1
  A: -21%; B: -12%; C: -2%; D: 13%; E: 3.9%; F: -3.7; G: -1%; H: i; I: -29%

COC(=O)c1oc(-c2ccccc2)nc1C
  A: -25%; B: 6%; C: -2%; D: 3%; E: 13µM*; F: 0.5; G: 0%; H: i; I: -31%

O=C(COc1ccc2c(c1)oc(=O)c1ccccc12)NCCCN1CCOCC1
  A: -2%; B: 4%; C: ?; D: -3%; E: 9.1%; F: -1.0; G: -15%; H: i; I: -25%

COc1cccc2cc(-c3nc4ccccc4o3)c(=O)oc12
  A: -20%; B: 0%; C: 11%; D: 11%; E: ?; F: 0.9; G: 5%; H: i; I: 61%[activator]

Outcome played no part in choosing rows; overall some 4.3% were active at least once.
